# Screens deposited in PubChem BioAssay by National Center for Advancing Translational Sciences (NCATS).
# VP16 counter = inhibits Gal4-VP16 luciferase reporter, ROR gamma counter-screen | Drosophila S2 Gal4-VP16 UAS-luciferase, luminescence, 20 h | Potency, µM (top dose mostly 53.6 µM), without a hit: top-dose activity, negative = inhibition, actives largely listed as inhibitors | actives 3.5% (n = 310,000);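 also: Gal4-VP16 expression switched on by copper sulfate through the metallothionein promoter; potency is read from the fitted curve at half-maximal effect; % is scaled to controls: 0 for no effect and ±100 for the full control effect; nearly all actives have a fitted effect of over 50% in size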
# NPC1 promoter act = NPC1 promoter activation. actives 2.4% (n = 320,000). Potency, µM (doses to about 9.22 µM), for the others: top-dose activation, actives largely listed as activators. AID 485313. Huh7 NPC1 promoter luciferase reporter, 24 h;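 also: potency is read from the fitted curve at half-maximal effect; % of control where 0% means no effect; nearly all actives have a fitted effect of over 60% in size; reporter is driven by a mutant NPC1 promoter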
#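 In 1536-well qHTS, Huh7 cells harboring an NPC1 promoter–luciferase construct received compound for 24 h; activation was quantified by luminescence following luciferase reagent addition.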
# RORg inh = ROR gamma (mouse) transcription inhibition; Potency, µM (titrated, usually from 53.6 µM), inactives show at the top dose activity change, negative = inhibition, actives largely listed as inhibitors; P51450; actives 5.4% (n = 310,000); Drosophila S2 Gal4-RORgamma UAS-luciferase reporter, 20 h; also: potency is read from the fitted curve at half-maximal effect; % is scaled to controls: 0 for no effect and ±100 for the full control effect; nearly all actives have a fitted effect of over 60% in size
# Target sequence (P51450 whole entry, looked up, the tested form may be a part): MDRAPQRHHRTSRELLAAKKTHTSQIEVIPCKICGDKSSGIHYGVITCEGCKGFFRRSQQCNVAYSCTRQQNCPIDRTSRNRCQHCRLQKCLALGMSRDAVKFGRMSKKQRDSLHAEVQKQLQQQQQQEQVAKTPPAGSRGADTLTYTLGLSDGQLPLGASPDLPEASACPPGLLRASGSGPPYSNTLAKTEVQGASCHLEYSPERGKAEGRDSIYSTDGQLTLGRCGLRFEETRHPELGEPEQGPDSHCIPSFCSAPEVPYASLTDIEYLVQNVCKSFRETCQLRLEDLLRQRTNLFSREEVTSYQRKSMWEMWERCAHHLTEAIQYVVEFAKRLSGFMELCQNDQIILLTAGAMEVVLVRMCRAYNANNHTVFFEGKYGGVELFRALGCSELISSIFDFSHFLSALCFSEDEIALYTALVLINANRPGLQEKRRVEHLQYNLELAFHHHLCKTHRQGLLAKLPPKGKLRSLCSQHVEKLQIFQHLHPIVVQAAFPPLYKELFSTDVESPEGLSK
#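 Using a luciferase readout, inhibitors were identified by reduced reporter activity in Drosophila cells coexpressing a copper-inducible Gal4–ROR gamma fusion and UAS-driven Photinus luciferase, incubated 20 hr after 700 uM copper sulfate.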
# FBPA coupling cs = inhibits coupling enzyme system, counter-screen for aldolase hits; coupling enzyme system counterscreen, AmpLite Red fluorescence; activity change, negative = inhibition, % at 58.2 µM, hits read low; actives 0.67% (n = 290,000); AID 2472; in the data active = activity change below about -30%; also: % is scaled to controls: 0 for no effect and ±100 for the full control effect
#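 Fluorescence at 525 nm excitation and 598 nm emission measured inhibition of the coupled detection system without aldolase. Compounds (at 57.5 uM final) were preincubated 10 min at room temperature with coupling enzyme reagent before a 20 min substrate/AmpLite Red step.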
# Tb PFK block = T. brucei PFK enzyme inhibition. T. brucei PFK, ADP-Glo luminescence. actives 0.17% (n = 330,000). AID 485367. Potency, µM (top dose mostly 57.5 µM), without a hit: at the top dose activity, negative = inhibition, most hits filed as inhibitors;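 also: potency is read from the fitted curve at half-maximal effect; 0% = uninhibited 1x PFK enzyme wells and -100% = no-enzyme wells; nearly all actives have a fitted effect of over 60% in size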
# Target sequence (O15648 whole entry, looked up): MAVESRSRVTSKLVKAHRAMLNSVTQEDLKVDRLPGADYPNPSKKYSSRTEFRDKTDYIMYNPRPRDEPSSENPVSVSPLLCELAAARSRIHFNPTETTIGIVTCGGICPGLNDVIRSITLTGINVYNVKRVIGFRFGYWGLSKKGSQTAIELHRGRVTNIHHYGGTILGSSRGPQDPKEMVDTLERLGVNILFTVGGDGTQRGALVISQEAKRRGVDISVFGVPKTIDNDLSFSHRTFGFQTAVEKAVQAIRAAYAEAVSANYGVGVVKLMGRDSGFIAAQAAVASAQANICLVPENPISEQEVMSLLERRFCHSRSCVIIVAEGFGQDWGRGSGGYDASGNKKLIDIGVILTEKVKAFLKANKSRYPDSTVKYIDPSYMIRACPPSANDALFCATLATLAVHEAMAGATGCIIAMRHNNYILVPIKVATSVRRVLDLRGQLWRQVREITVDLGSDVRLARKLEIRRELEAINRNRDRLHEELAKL
#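 1.25 nM PFK with 0.5 mM F6P and 0.1 mM ATP in 0.1 M TEA pH 8.0, 5 mM MgCl2, incubated 45 min at room temperature; ADP measured by ADP-Glo luminescence; compounds titrated up to 57 uM.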
# uPA surface inh = inhibitors of cell surface uPA generation | cell surface uPA generation assay, qHTS | Potency, µM (highest dose often 38.3 µM), without a hit: at the top dose activity change, negative = inhibition, actives largely listed as inhibitors | actives 0.31% (n = 330,000) | AID 540303; active = well fitted inhibition curve with a large enough effect; inconclusive = small, poorly fitted or top-dose-only effect; inactive = no such curve, though single readings can be large or run the other way; tested in mouse RAW 264.7 cells; also: potency is read from the fitted curve at half-maximal effect; % is scaled to controls: 0 for no effect and ±100 for the full control effect; nearly all actives have a fitted effect of over 55% in size
# FLuc modulator = firefly luciferase modulation, counter-screen for miR-21 project. purified FLuc, Km substrates, luminescence inhibition. P08659. Potency, µM (highest dose often 57.5 µM), for inactives: top-dose activity change, negative = inhibition, most hits filed as inhibitors. actives 6.9% (n = 360,000);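 also: potency is read from the fitted curve at half-maximal effect; plate controls were vehicle for no effect and reference inhibitor for full effect; nearly all actives have a fitted effect of over 55% in size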
#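 Biochemical qHTS of compounds, final roughly 60 µM downward over six points, against 10 nM purified firefly luciferase using Km concentrations of substrates (10 uM D-luciferin, 10 uM ATP) in Tris acetate pH 7.5 buffer; luminescence output.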
# ELG1 genotox = inducers of genotoxicity in HEK293T ELG1-luciferase cells; AID 504466; actives 1.3% (n = 330,000); HEK293T ELG1-luciferase reporter, luminescence, 16 h; Potency, µM (highest dose often 46 µM), inactives show at the highest dose activity change, positive = activation, actives largely listed as activators; also: potency is read from the fitted curve at half-maximal effect; % of control where 0% means no effect; nearly all actives have a fitted effect of over 60% in size
#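 Screening used a luciferase reporter fused to human ELG1 in HEK293T cells. Luminescence was read on a CCD plate imager after 16 hr exposure and 30 min ONE-Glo incubation.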
# KCNH2 3.1 block = KCNH2 3.1 (human) potassium channel inhibition. U2OS KCNH2 3.1, thallium flux FluxOr; stronger effect = lower value. activity change, % (tested at about 1.8 µM). actives 0.95% (n = 340,000);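 active = maximum activity change below -70%; inconclusive = maximum activity change from -70% to -50%; inactive = maximum activity change above -50%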;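 also: thallium influx rate constant from kinetic fluorescence after stimulation buffer; % is scaled to controls: 0 for no effect and ±100 for the full control effect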
#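 Normalized rate constant (relative to positive and negative DMSO controls) derived from a 2 min kinetic fluorescence read after stimulation; U2OS cells expressing the 3.1 isoform via virus at 1.77 x 10^8 /mL.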
# Giardia kill = Giardia lamblia killing; Giardia lamblia trophozoite viability; activity change, % at 7.66 µM, hits read low; actives 0.15% (n = 340,000); AID 540267; in the data active = activity change below about -80%; inconclusive = between about -30% and that limit;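 also: parasites exposed to compound for two days anaerobically before the ATP read; % is scaled to controls: 0 for no effect and ±100 for the full control effect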
#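 Luminescent ATP signal served as the viability read-out, measured 15-30 min after adding ATP detection reagent to trophozoites that had been incubated with compounds for 48 hrs at 37 deg C anaerobically at 100 cells/well.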
# Rab9 promoter act = activators of Rab9 promoter; Potency, µM (highest dose often 9.22 µM), inactives show at the top dose activation, negative = inhibition, actives largely listed as activators; actives 2.8% (n = 320,000); Huh7 Rab9 promoter-luciferase reporter, luminescence, 24 h; AID 485297; also: potency is read from the fitted curve at half-maximal effect; % of control where 0% means no effect; nearly all actives have a fitted effect of over 60% in size
#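 Stable Rab9-luc Huh7, 1500 cells/well, 2 h settle; cmpd in DMSO, 24 h, 37 °C/5% CO2; luciferase reagent 10 min RT; luminescence.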
# * marks the source's active call; other numbers are inactive results; ? = inconclusive; . = no result given; [ ] = another dose, or the depositor's remark. Unless noted, calls follow the shape of the dose curve; as a rule, active = well fitted curve in the direction sought with a large enough effect; inconclusive = small, poorly fitted or top-dose-only effect, or another doubt; inactive = no such curve, though single readings can be large; an effect the other way counts as inactive or inconclusive.
SMILES,VP16 counter,NPC1 promoter act,RORg inh,FBPA coupling cs,Tb PFK block,uPA surface inh,FLuc modulator,ELG1 genotox,KCNH2 3.1 block,Giardia kill,Rab9 promoter act
N#CCCN1CCNCC1,6.4%,-0.5%,0.2%,1.4,3.0%,-2.7%,3.4%,1.0%,-0.1,9.3,4.8%
Clc1ccc(CSc2ccc(-c3ccco3)nn2)cc1,?,?,17.6%,0.9,-3.3%,-0.5%,?,15.0%,-3.2,-1.0,?
CN(C(=O)c1ccc(NC(=O)Cc2ccc(NC(=O)C3CCCN(C(=O)CCc4ccccc4)C3)cc2)cc1)C1CC1 (stereo unspecified),.,-12.7%,.,.,8.2%,-25.0%,?,1.3%,-3.8,5.8,-24.2%
COc1ccc(NC(=S)NC(=O)Cc2ccccc2)c(OC)c1,11.2µM*,0.6%,14.1µM*,-1.1,4.0%,6.1%,-5.1%,0.3%,18.6,6.0,5.1%
O=C(O)CSc1nnc(-c2ccco2)o1,4.9%,-5.4%,-16.3%,2.9,0.4%,-1.9%,6.1%,1.2%,10.5,6.0,-10.2%
COc1cc2c(C(=O)N3CCN(c4cccc(Cl)c4)CC3)cn(CC(C)C)c(=O)c2cc1OC,-8.3%,-5.0%,32.4%,-0.6,3.2%,-8.4%,6.8%,-22.7%,-29.0,4.2,-0.6%
CSc1cc(CS(=O)(=O)c2ccccc2)nc(-c2ccccc2)n1,5.9%,-6.7%,-1.2%,.,1.0%,-8.1%,0.9%,-7.2%,28.8,20.4,-2.2%
O=C1NC2(CCCC2)N=C1c1ccc(Cl)cc1,3.4%,-0.8%,31.4%,0.6,2.6%,-4.4%,1.3%,9.0%,-6.7,-4.6,0.5%
CC(=O)Nc1ccc(S(=O)(=O)NCCc2ccc(S(N)(=O)=O)cc2)cc1,-3.3%,8.7%,4.9%,8.8,4.4%,3.7%,-11.7%,1.2%,-0.3,-7.3,-0.9%
CS(=O)(=O)N1CCC(C(=O)Nc2ccccc2Br)CC1,-3.5%,-5.4%,1.5%,-1.0,5.6%,21.8%,5.6%,0.9%,-18.0,12.6,-0.1%
COc1ccc(CN(CC(=O)NC2CCCC2)C(=O)CCC(=O)Nc2cc(C)on2)cc1,7.9%,-3.4%,-21.3%,-2.9,-2.2%,-3.0%,-0.1%,-2.5%,21.2,12.3,1.8%
Cc1cc2cc(CCNC(=O)CCc3ccccc3)c(=O)[nH]c2cc1C,-28.6%,-0.2%,0.5%,0.5,2.4%,-6.0%,0.7%,0.1%,9.6,19.0,-0.6%
CCOc1cc2[nH]c(=S)n(CCc3ccc(OC)c(OC)c3)c(=O)c2cc1OCC,0.7%,-0.1%,14.3%,10.3,-1.0%,-0.5%,2.9%,?,-1.4,-6.4,1.9%
O=C(NC(=S)N1CCCCC1)c1cccnc1,3.16µM*,-1.5%,0.708µM*,-1.6,-0.7%,-4.2%,1.2%,-7.0%,-46.4,9.6,4.9%
COc1cccc(/C=N/NC(=O)Cn2cnc3c2c(=O)n(C)c(=O)n3C)c1,-16.0%,-1.5%,-0.1%,4.5,-6.3%,3.6%,-2.5%,0.1%,-7.0,-25.8,-0.4%
CC(=O)OCC1OC(Sc2cccc3cccnc23)C(OC(C)=O)C(OC(C)=O)C1OC(C)=O (stereo unspecified),-0.4%,-1.5%,?,0.1,-1.7%,-6.6%,10.9%,3.0%,-3.7,16.6,-2.1%
OC(CN1C2=NCCN2c2ccccc21)c1ccc(Br)cc1 (stereo unspecified),3.8%,3.4%,1.4%,0.6,-1.1%,-4.3%,1.5%,-7.0%,-72.9*,23.8,-6.6%
Cc1ccc(/C=N/NC(=O)c2ccc(NC(=O)c3ccccc3Cl)cc2)o1,?,-0.7%,11.8%,-0.6,5.2%,1.9%,-3.2%,-24.5%,-16.2,11.6,-0.7%
COc1cc(S(=O)(=O)N2CCC(O)(c3cccc(C(F)(F)F)c3)CC2)ccc1-n1cnnn1,-24.5%,-5.7%,-16.0%,4.4,-1.0%,5.6%,-3.0%,12.3%,10.3,8.6,-14.3%
Clc1ccc(OCc2nn3c(C4CCCCC4)nnc3s2)cc1,-2.0%,0.9%,12.5%,-1.1,-12.0%,5.5%,-1.5%,0.9%,6.6,5.7,-1.9%
CCC(C)NC(=O)c1ccccc1C(=O)NC(C)CC (stereo unspecified),-4.6%,0.7%,-0.6%,2.8,-4.4%,5.1%,4.6%,-4.3%,27.6,-2.3,-3.3%
Cc1cc2c(C)cc(=O)[nH]c2cc1NC(=O)CCl,?,-7.2%,?,3.0,1.0%,?,3.3%,-12.8%,-3.1,3.3,-2.0%
CN(C)S(=O)(=O)c1cccc(COC(=O)c2cnccn2)c1,-4.0%,2.0%,-9.5%,1.7,-4.0%,0.7%,-0.7%,4.6%,6.0,-19.6,-0.4%
O=c1[nH]c(C2CCN(S(=O)(=O)c3ccc(C(F)(F)F)cc3)CC2)nc2c1nnn2Cc1cccc(F)c1,-24.5%,1.2%,?,-1.7,0.0%,-8.2%,1.2%,-24.3%,-34.8,-13.2,1.4%
Cc1ccc(NC(=O)CSc2nc(C)c(Cc3ccccc3)c(=O)[nH]2)cc1C,6.2%,-3.6%,33.8%,5.7,-6.5%,12.1%,?,-3.3%,-5.0,-11.9,-3.0%
CCNc1sc(C(=O)c2cccs2)c(N)c1-c1nc2ccccc2s1,7.94µM*,1.1%,?,-3.5,12.3%,10.3%,-5.2%,-0.5%,-21.7,2.2,-3.6%
COc1ccc(Cc2nnc(SCC(=O)Nc3ncc(C)s3)o2)cc1,?,-1.4%,-2.3%,3.4,-8.6%,2.5%,4.3%,3.7%,10.2,32.8[activator],-5.2%
O=C(COC(=O)[C@@H]1CCCN1C(=O)c1cccs1)Nc1ccc(Br)cc1,.,.,.,.,0.6%,3.5%,.,-1.6%,-27.2,-2.6,.
COc1ccc(Oc2coc3cc(OC(=O)c4cncc(Br)c4)ccc3c2=O)cc1,1.8%,-3.3%,-8.6%,5.4,1.3%,-0.3%,0.0%,5.3%,-16.7,-1.0,-4.7%
COc1ccc(C(=O)Nc2nc(N)n(-c3ccccc3)n2)cc1,4.1%,4.1%,-10.6%,-2.3,-6.5%,-1.3%,16.9µM*,15.1%,6.4,25.0,3.7%
Nc1c(C(=O)Nc2ccc(F)cc2)nnn1-c1cccc(C(F)(F)F)c1,-10.4%[10 µM],1.4%,29.5%,-2.6,-1.0%,3.0%,-0.8%,-3.8%,-9.1,-11.3,-2.1%
COc1ccc(C(=O)CSc2nnc(CNC(=O)c3ccc(OC)c(OC)c3)n2C)cc1,-4.5%,-5.8%,-16.1%,0.0,-2.5%,6.5%,3.3%,3.7%,-10.4,-0.2,-4.8%
CCC(CN(C)C)Oc1cc(NCc2ccccc2)c2ncn(C(C)C)c2c1 (stereo unspecified),.,.,.,.,-0.9%,?,.,-1.4%,-10.7,-5.0,.
O=C(NCC(=O)N1CCN(C(c2ccccc2)c2ccccc2)CC1)c1ccc(Br)o1,3.0%,-3.0%,-8.3%,5.1,-14.0%,-4.6%,1.9%,-18.1%,30.6,-1.0,4.3%
CC(C)(C)OC(=O)N/N=C\c1ccc[nH]1,-9.4%,-5.3%,19.4%,8.8,-4.6%,1.0%,19µM*,7.3%,-3.5,-7.8,?
O=C(NCCc1ccccc1F)C1CC(=O)N(c2ccccc2)C1 (stereo unspecified),-4.9%,-0.5%,10.4%,.,2.3%,5.9%,0.2%,9.6%,-0.1,7.2,7.6%
CC(C)(Oc1ccc(F)cc1)C(=O)OCC(=O)c1ccc(S(C)(=O)=O)cc1,.,.,.,.,0.3%,10.7%,.,-0.2%,-16.1,-14.7,.
CCOC(=O)/C(C#N)=C/c1cn(CCC(=O)O)nc1-c1ccccc1,-0.2%,-3.6%,-2.3%,11.7,4.0%,4.0%,-0.3%,-3.6%,2.9,-8.3,-2.9%
Nc1ccc(C(=O)N2CCN(S(=O)(=O)/C=C/c3ccccc3)CC2)cc1[N+](=O)[O-],.,10.6%,.,.,-1.2%,1.2%,-0.1%,-4.2%,-5.4,-0.5,-6.8%
CCN(CC)S(=O)(=O)c1ccc(OC)c(N)c1,-5.7%,-2.3%,13.5%,2.6,-4.0%,-0.8%,-0.9%,1.5%,-2.5,-21.9,-4.7%
COc1ccc(N2C(=O)C3CCCN3C2c2cccc(OC)c2OC)cc1 (stereo unspecified),8.8%,0.0%,18.5%,1.5,1.7%,-9.9%,-1.3%,7.1%,-21.0,-1.4,-1.6%
O=C(NNC(=S)NC(=O)c1ccc(Br)cc1)c1cccc([N+](=O)[O-])c1,?,1.6%,14.1µM*,7.1,-26.2%,8.5%,-9.0%,-0.4%,17.3,32.6[activator],1.5%
